Screening results: PubChem, National Center for Advancing Translational Sciences (NCATS)
USP1-UAF1 inh: inhibitors of human USP1/UAF1 deubiquitinase | O94782 | recombinant USP1/UAF1, Ub-Rhodamine cleavage fluorescence | Potency, µM (highest dose often 57.1 µM), for inactives: at the top dose activity change, negative = inhibition, usual class: inhibitors | 390,000 compounds, 0.23% hits | AID 743255; note: potency is the fitted concentration of half-maximal effect; % is set by controls: 0 for no effect and ±100 for the full control effect; nearly all actives have a fitted effect of over 60% in size; inactives centre near -12
Target sequence (O94782 whole entry, looked up): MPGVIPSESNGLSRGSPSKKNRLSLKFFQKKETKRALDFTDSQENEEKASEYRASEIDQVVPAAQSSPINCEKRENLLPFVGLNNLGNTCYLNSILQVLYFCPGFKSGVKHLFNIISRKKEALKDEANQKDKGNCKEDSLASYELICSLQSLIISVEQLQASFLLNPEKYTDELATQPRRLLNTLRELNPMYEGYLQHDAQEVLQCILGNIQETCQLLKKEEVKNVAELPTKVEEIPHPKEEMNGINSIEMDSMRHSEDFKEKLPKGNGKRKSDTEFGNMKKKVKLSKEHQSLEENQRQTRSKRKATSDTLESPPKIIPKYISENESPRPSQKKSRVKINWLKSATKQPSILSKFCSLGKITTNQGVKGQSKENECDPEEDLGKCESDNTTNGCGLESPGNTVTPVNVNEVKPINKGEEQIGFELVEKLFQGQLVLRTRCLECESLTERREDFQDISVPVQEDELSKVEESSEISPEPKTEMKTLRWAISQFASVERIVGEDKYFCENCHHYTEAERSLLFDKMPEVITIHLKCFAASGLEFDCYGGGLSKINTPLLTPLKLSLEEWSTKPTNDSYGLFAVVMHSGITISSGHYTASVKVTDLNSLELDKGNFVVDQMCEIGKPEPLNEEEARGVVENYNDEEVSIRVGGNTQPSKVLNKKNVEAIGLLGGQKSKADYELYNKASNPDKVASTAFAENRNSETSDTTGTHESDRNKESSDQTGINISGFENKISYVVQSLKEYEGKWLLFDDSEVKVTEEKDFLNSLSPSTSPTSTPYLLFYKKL
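1 nM enzyme complex + cpd, 15 min RT; start with Ub-Rho 150nM final; kinetic fluorescence ex 480/em 540, 6 reads q60 s. Buffer 50mM HEPES pH 7.8, 0.5mM EDTA, 0.1 mg/ml BSA, 1mM TCEP, 0.01% Tween-20.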
TRHR enhancer: allosterically enhances the human TRH receptor; AID 493056; TRHR cells, fluo-8 calcium fluorescence, EC20 TRH enhancement; P34981; 360,000 compounds, 0.66% hits; enhancement, % at 2 µM; in the data active = enhancement above about 30%; note: 0% is about no effect
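TRHR-expressing cells loaded with fluo-8 calcium dye were read kinetically (ex 480/em 530) during compound addition, then stimulated with an EC20 of TRH (10 nM final). Enhancement of the Gq-mediated intracellular calcium response was scored.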
mIDH1 inhibitor: human IDH1 R132H inhibition. O75874. IDH1-R132H enzyme, NADPH consumption, diaphorase/resazurin fluorescence. Potency, µM (top dose mostly 76.6 µM), inactives show at the top dose activity change, negative = inhibition, most hits filed as inhibitors. 390,000 compounds, 0.093% hits. AID 602179; note: potency is the fitted concentration of half-maximal effect; % is set by controls: 0 for no effect and ±100 for the full control effect; nearly all actives have a fitted effect of over 65% in size
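IDH1-R132H (0.5 ug/mL dispensed) in pH 7.5 Tris buffer was preincubated 30 min with compound, then given a substrate mix of 0.016 mM NADPH and 2 mM alpha-KG for 80 min at room temperature; remaining NADPH was read by diaphorase/resazurin fluorescence.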
rTrxR1 inhibitor: rat TrxR1 inhibition; Potency, µM (doses to about 114 µM), inactives show top-dose activity change, negative = inhibition, usual class: inhibitors; O89049; recombinant rTrxR1, NADPH fluorescence consumption, selenite substrate; 390,000 compounds, 1% hits; note: potency is the fitted concentration of half-maximal effect; % is set by controls: 0 for no effect and ±100 for the full control effect; nearly all actives have a fitted effect of over 65% in size
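Rat TrxR1 (90 nM in the dispensed reagent) was pre-reduced with 400 uM NADPH for 5 min at room temperature, then incubated with compound for 15 min. After 400 uM selenite was added, NADPH fluorescence (Ex 340/Em 450 nm) was followed for 8 min.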
D2 ag: activates the human D2 dopamine receptor. HEK293 T-REx D2 cells, calcium flux agonist mode. activation, % at 2 µM. 340,000 compounds, 0.53% hits. AID 485358;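 active = activation over 3 SD above normal in the single-dose calcium agonist read, cut at about 30% in these data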; note: 0% is about no effect
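Agonism scored from kinetic calcium signal (1 read/sec, 180 s) following compound pin transfer, after a 10 s baseline. Cells: HEK293 Trex line expressing inducible D2 receptor coupled to calcium, dye-loaded after overnight culture at 30 C.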
TRHR agonist: TRH receptor (human) agonism. P34981. TRHR cells, calcium flux fluo-8, FDSS agonist mode. activation, % at 2 µM. 360,000 compounds, 0.18% hits; in the data active = activation above about 30%; note: 0% is about no effect
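TRHR-expressing cells loaded with fluo-8 calcium dye; 23 nL library compound pin-transferred, kinetic FDSS fluorescence (Ex 480/Em 530) recorded about 180 s for agonist-induced calcium release, before a 10 nM TRH EC20 addition for potentiator mode.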
Pin1 inhibitor: inhibitors of human Pin1. Pin1 FP peptide displacement, HiFluor488, 10 min. 390,000 compounds, 0.009% hits. Potency, µM (titrated, usually from 115 µM), for the others: top-dose activity, negative = inhibition, hits mostly inhibitors. Q13526; active = well fitted inhibition curve with a large enough effect in the polarisation, with a control signal flat, not every such curve was filed as active; inconclusive = small, poorly fitted or top-dose-only effect, or effect the other way, or a change in a side signal; inactive = no such curve, though single readings can be large or run the other way; the % refers to the polarisation; note: potency is the fitted concentration of half-maximal effect; % is set by controls: 0 for no effect and ±100 for the full control effect
Target sequence (Q13526 whole entry, looked up): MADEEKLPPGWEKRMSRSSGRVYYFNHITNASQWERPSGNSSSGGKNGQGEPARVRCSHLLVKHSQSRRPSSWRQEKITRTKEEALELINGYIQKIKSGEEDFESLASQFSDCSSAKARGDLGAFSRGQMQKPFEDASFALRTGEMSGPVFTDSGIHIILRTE
D2 antagonist: D2 dopamine receptor (human) antagonism. P14416. HEK293 TREx D2 cells, calcium flux, dopamine EC80. inhibition, % at 10 µM. 340,000 compounds, 2% hits. AID 485344; in the data active = inhibition above about 30%; note: 0% is about no effect
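Calcium mobilization kinetics were recorded at 1 s intervals in tetracycline-induced HEK293 T-REx D2 cells, first for 180 s after compound addition and then 180 s after EC80 dopamine.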
TrxR1 substrate: rat thioredoxin reductase 1 substrate activity | 390,000 compounds, 0.01% hits | Potency, µM (titrated, usually from 114 µM), for the others: top-dose activity change, negative = substrate turnover | AID 588456 | O89049 | purified TrxR1 substrate turnover, NADPH consumption readout; note: potency is the fitted concentration of half-maximal effect; % is set by controls: 0 for no effect and ±100 for the full control effect; nearly all actives have a fitted effect of over 50% in size
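Rat TrxR1, dispensed at 90 nM, was prereduced with 400 uM NADPH (final) for 5 min at ~22 deg C, then incubated with compound 15 min before 400 uM selenite. A first-read NADPH fluorescence drop versus no-compound background flagged substrates.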
An asterisk follows results filed as active; ? = inconclusive; / = no result given; [ ] = remark or other dose. Unless noted, calls come from the whole dose curve; as a rule, active = well fitted inhibition curve with a large enough effect; inconclusive = small, poorly fitted or top-dose-only effect; inactive = no such curve, though single readings can be large or run the other way. This is a subset (hit frequency here may not be typical).

Values in the order – USP1-UAF1 inh	TRHR enhancer	mIDH1 inhibitor	rTrxR1 inhibitor	D2 ag	TRHR agonist	Pin1 inhibitor	D2 antagonist	TrxR1 substrate
Cc1ccccc1NC(=O)c1ccc(CN2CCC(Cc3ccccc3)CC2)cc1
  -5%	-7	3%	-3%	0.4	0.8	-4%	28	-8%
CCCSc1nc2c(cnn2-c2ccccc2)c(=O)n1N
  -1%	5	9%	20%[57.1 µM]	5.4	0.3	-5%	-6	3%[57.1 µM]
Cc1noc(C)c1C(=O)N1CCc2ccccc21
  -2%	26	9%	15%	-0.5	-0.1	-5%	-5	9%
CC(C)(C)c1nnc(NC(=O)Cc2ccc(Br)cc2)s1
  1%	5	-1%	-3%	3.7	1.3	-3%	30	-8%
CCCCNc1ccc(-c2nc(-c3ccncc3)no2)cc1[N+](=O)[O-]
  -14%	2	15%	-3%	-0.3	-0.3	14%	/	-10%
COc1cc(/C=C/C(=O)OCC(=O)c2c(N)n(C)c(=O)n(C)c2=O)ccc1OCC#N
  -7%	7	3%	17%[57.1 µM]	2.4	1.1	-1%	14	14%
COc1ccccc1CNC(=O)c1cn(C)c2ccc(S(=O)(=O)N3CCCC3)cc2c1=O
  -21%	-29	-5%	28%[57.1 µM]	0.0	-0.8	1%	13	9%[57.1 µM]
Clc1cc(Br)ccc1OCCCNCc1ccccc1
  -16%	13	0%	-31%	2.4	1.7	4%	-31	-15%
O=C(N/N=C/c1ccncc1)c1cc(-c2ccc(Br)s2)[nH]n1
  -3%	1	-11%	0%[57.1 µM]	11	0.4	?	-29	-3%[57.1 µM]
CCOc1cccc2c1N[C@@H](c1ccc(C(=O)O)cc1)[C@H]1CC=C[C@@H]21
  ?	-5	-22%	11µM*	/	0.0	/	/	21%
Cc1ccccc1OCCNC(=O)c1ccccc1Sc1ccccc1C#N
  -8%	-5	1%	16%[57.1 µM]	0.2	1.0	-3%	19	-19%
Cc1nn(CCC(N)=S)c2nc(-c3cccs3)cc(C(F)(F)F)c12
  -23%	0	11%	-7%	2.9	1.5	4%	6	-2%
O=C(c1ccc(-n2c(SCc3cccc(F)c3)nc3ccccc3c2=O)cc1)N1CCOCC1
  -17%	0	-2%	2%[57.1 µM]	2.6	0.5	-4%	17	8%[57.1 µM]
Cc1cc(S(=O)(=O)NCC(C)C)ccc1OCC(=O)NCc1ccccn1
  -10%	-4	4%	15%	-0.2	0.4	-6%	7	4%[0.457 µM]
CC1CN(C(=O)c2cccc(S(=O)(=O)Nc3ccccc3Cl)c2)CC(C)O1 (stereo unspecified)
  -18%	0	6%	0%	-0.7	0.1	-6%	-3	-2%
Cc1ccc(CCNS(=O)(=O)c2ccc3c(c2)NC(=O)CCS3)cc1
  -10%	2	5%	19%	0.3	0.2	2%	0	-4%
O=c1c(-c2ccc(F)cc2)coc2c3c(ccc12)OCCO3
  ?	-1	-2%	8%	0.5	-0.3	-1%	-1	-5%
C=C(C)CN=C1SC(C(=O)Nc2sc3c(c2C(=O)OC)CCC3)C(N)=C1C(N)=O (stereo unspecified)
  -19%	5	-3%	-18%	0.6	0.0	16%	-3	5%
Cc1sc2nc(SCC(=O)Nc3c(C)n(C)n(-c4ccccc4)c3=O)n(C)c(=O)c2c1C
  2%	2	4%	-12%	-0.4	-0.7	2%	16	-8%
C#CCOCCOCCOCCNc1nc(N2CCN(C(=O)[C@H](CCCCN)n3cc(C(N)[C@H](C)CC)nn3)CC2)nc(N2CCN(C(=O)[C@H](CCC(=O)O)n3cc(C(N)[C@H](C)CC)nn3)CC2)n1 (stereo partly specified)
  -10%	11	-5%	56µM*	-0.4	-0.7	2%	13	2%
CC1Cc2ccccc2N1C(=O)CSc1nc2ccc(NC(=O)COc3ccccc3)cc2s1 (stereo unspecified)
  -20%	17	-5%	19%	2.9	0.2	26%	/	2%
O=C(O)c1ccc(NC(=S)NC(=O)c2cccnc2)cc1
  -23%	-12	-6%	-9%	-0.6	0.0	-11%	-3	2%
C=C(C)CSc1[nH]c(=O)cc(C)c1C#N
  -7%	-5	-16%	-8%[57.1 µM]	0.0	0.3	2%	28	-5%[57.1 µM]
CC(Sc1cccc2cccc(C(=O)O)c12)C(=O)O (stereo unspecified)
  1%	11	0%	3%[57.1 µM]	0.0	-0.1	0%	-18	3%[57.1 µM]
O=C(COC(=O)CCCc1c[nH]c2ccccc12)Nc1ccc2c(c1)OCO2
  -15%	4	10%	-10%	-0.1	-0.3	-1%	11	-10%
COc1ccc(/C=N/NC(=O)c2ccc(N3CCCC3=O)cc2)cc1
  -14%	0	8%	10%	0.3	0.3	-2%	-11	4%
COc1ccc(-c2c(C#Cc3ccsc3)c3cc(-c4ccc(C(N)=O)cc4)ccc3n2C)cc1
  -21%	/	0%	21%	/	/	13%	/	33%[activator]
CCOc1cc(/C=N/NC(=O)C(=O)N2CCCC2)ccc1O
  -13%	0	11%	19%[57.1 µM]	0.0	-0.1	-5%	26	9%[57.1 µM]
Cc1c(C(=O)Nc2ccccc2)oc2c1C(=O)CC(C)(C)C2
  3%	-5	-4%	10%	-2.4	0.1	-1%	16	3%[57.1 µM]
CCCCC(=O)Nc1cc(-c2nc3ncccc3o2)ccc1C
  -9%	11	-12%	28%	-0.5	0.4	4%	10	22%
CC(=O)C[C@H](O)CC(=O)[C@H]1OC(=O)CCCCC/C=C/Cc2ccccc21
  19%	/	-5%	20%[57.1 µM]	/	/	2%	/	9%[57.1 µM]
O=[N+]([O-])c1cc(S(=O)(=O)C(F)(F)F)ccc1Sc1nc2ccccc2[nH]1
  -16%	-10	5%	8.9µM*	0.1	-0.5	1%	-1	-13%
Cc1cc(NC(=O)C2CC=CCC2C(=O)O)ccc1NC(=O)c1ccccc1 (stereo unspecified)
  -15%	-5	-4%	23%	-0.7	0.1	-5%	-2	3%
O=C(CN1C(=O)NC(c2ccc(F)cc2)C1=O)Nc1ccc2c(c1)OCCO2 (stereo unspecified)
  -10%	8	2%	16%	0.0	0.3	3%	16	0%
O=C(NCCCCNC(=O)c1ccc(F)cc1)c1ccc(F)cc1
  -5%	1	9%	17%	-1.4	-0.3	-2%	-13	5%
CCOC(=O)c1[nH]c2ccccc2c1NC(=O)c1ccco1
  -7%	8	-5%	1%[57.1 µM]	-2.0	-0.2	6%	-28	0%[57.1 µM]
CNC(=O)NC(=O)COc1ccc2oc3c(c2c1)CCCC3
  -8%	-4	1%	17%[57.1 µM]	-1.6	-1.7	9%	-2	3%[57.1 µM]
Cc1ccc(-c2csc3ncnc(N4CCc5ccccc5C4)c23)cc1
  -9%	-5	2%	5%	0.0	0.0	35%[activator]	8	-2%
Cc1cc(C)nc(N/C(=N\S(=O)(=O)Cc2ccccc2)Nc2ccccc2Br)n1
  -19%	4	9%	-10%	-1.8	-0.5	24%	-2	-7%
CCOc1ccccc1NC(=O)C(C)Sc1nc(-c2ccccc2)c(C#N)c(=O)[nH]1 (stereo unspecified)
  -14%	-1	-15%	16%	0.4	-0.3	-19%	/	-2%
CN1CCC(=NNc2ccc(S(=O)(=O)N3CCOCC3)cc2[N+](=O)[O-])CC1
  -16%	-3	13%	?	1.1	-0.7	-6%	-3	-15%
CCOC(=O)c1c(NC(=O)COc2ccc(Cl)cc2C)sc(C(C)=O)c1C
  -13%	14	-14%	19%	0.5	0.2	-2%	/	3%
CC(CNC(=O)CCc1ccccc1)NC(=O)CCc1ccccc1 (stereo unspecified)
  -12%	/	3%	27%	/	/	0%	/	5%[57.1 µM]
Cc1ccc(NC(=O)Cn2ccn(-c3ccc(F)c(F)c3)c(=O)c2=O)cc1C
  13%	-9	0%	3%	0.5	0.2	3%	/	-9%
CS(=O)(=O)Nc1ccccc1C(=O)NCCSc1ccccc1
  0%	-2	-4%	0%[57.1 µM]	/	0.2	6%	29	11%[57.1 µM]
CCOc1ccc(C(=O)Nc2cccc(C(=O)OCc3cc(=O)n4nc(C5CC5)sc4n3)c2)cc1
  -11%	-1	-7%	6%[57.1 µM]	-1.5	-1.0	21%	/	4%[57.1 µM]
CCOC(=O)C[N+](CC)(CC)CC#Cc1ccccc1
  -2%	6	2%	-8%	-0.2	-0.2	0%	-9	-4%
O=C(NCCCN1CCCC1=O)c1cccc(N2CCCC2=O)c1
  -2%	7	-4%	16%	/	0.4	-7%	/	3%

Part of the list above, field by field.
CCOC(=O)c1[nH]c2ccccc2c1NC(=O)c1ccco1
  USP1-UAF1 inh: -7%
  TRHR enhancer: 8
  mIDH1 inhibitor: -5%
  rTrxR1 inhibitor: 1%[57.1 µM]
  D2 ag: -2.0
  TRHR agonist: -0.2
  Pin1 inhibitor: 6%
  D2 antagonist: -28
  TrxR1 substrate: 0%[57.1 µM]
CNC(=O)NC(=O)COc1ccc2oc3c(c2c1)CCCC3
  USP1-UAF1 inh: -8%
  TRHR enhancer: -4
  mIDH1 inhibitor: 1%
  rTrxR1 inhibitor: 17%[57.1 µM]
  D2 ag: -1.6
  TRHR agonist: -1.7
  Pin1 inhibitor: 9%
  D2 antagonist: -2
  TrxR1 substrate: 3%[57.1 µM]
